FN deposit inh: fibronectin deposition inhibition | inhibition, % at 12.6 µM | AH1F fibroblasts, Alexa488-fibronectin deposition fluorescence, overnight | AID 743247 | hit rate 0.086% among 350,000;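 active means mean inhibition across replicates of 30% or more, regardless of how many single replicates reach that level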;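 further: positive control wells lacked labelled fibronectin entirely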
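Material – AH1F fibroblast monolayer, labelled fibronectin deposition · Reagent – labelled fibronectin 24 nM · Timing – 1 h adhesion, overnight exposure · Measured by – fluorescence at 485 nm excitation, 525 nm emission · Read-out – inhibition of fibronectin deposition signal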
PglD DTNB: PglD (C. jejuni) enzyme inhibition; purified PglD enzyme, DTNB colorimetric CoA detection; inhibition, % at 12.5 µM; hit rate 0.098% among 360,000; in the data active means inhibition above about 16%, passing the limit was not always enough; further: strong numbers were not always called active
PGC1a acetyl inh: PGC1a acetylation modulation, inhibitor mode; U2OS PGC1a acetylation, AlphaScreen anti-acetyl-lysine; with virally co-expressed GCN5 acetyltransferase; AID 651687; inhibition, % at 15.6 µM; hit rate 0.17% among 350,000;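 active means every replicate shows inhibition of at least 40%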;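 further: 0% = neutral control wells and 100% = positive control wells; some results beyond the cut were filed as inactive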
* hit, by the source's call. An excerpt; count on the stated rates, not on these rows.

SMILES	FN deposit inh	PglD DTNB	PGC1a acetyl inh
Clc1ccc2oc(-c3ccccn3)nc2c1	1	0	-2
O=C1c2cccnc2C(=O)N1Cc1ccc(Cl)cc1	16	0	3
C1CCC(NC2=NCCC2)CC1	5	-4	9
Cc1cccc(-n2ncc3c(NCc4ccc5c(c4)OCO5)ncnc32)c1	-3	-1	-10
c1ccc(CNc2c3c(nc4ncnn24)CCCC3)nc1	-1	5	6
CC(C)OCCCn1c(=S)[nH]c2ncccc2c1=O	0	-5	2
CCOC(=O)NC(NC(=O)OCC)C(=O)c1ccc(F)cc1	-6	1	7
CC(C)OC(=O)COc1ccc(-c2ccccc2)cc1	-1	-1	-2
O=C(O)C1C(c2ccccc2)C(C(=O)OCc2ccco2)C1c1ccccc1 (configuration not stated)	-42	-7	2
Cc1nc(-c2cccc(NS(=O)(=O)c3ccc4ccccc4c3)c2)cs1	-11	-7	-6
O=C(Nc1ccc(S(=O)(=O)N2CCOCC2)cc1)c1cccs1	2	1	-3
CC(C)C1S/C(=N/N=C/c2ccco2)NC1=O (configuration not stated)	3	-1	-6
O=C(NCCc1ccccc1)c1cnc2ccccn2c1=O	2	-2	8
COc1ccc(-c2c(=O)n(OCc3ccccn3)c3ccccc3[n+]2[O-])cc1OC	-20	-1	-10
CCc1nnc(SCC(=O)NC2CCCC2)nc1CC	10	6	4
Cc1cc(C)c2nc(-c3ccccn3)cc(C(=O)Nc3ccc(S(=O)(=O)Nc4cc(C)on4)cc3)c2c1	-5	0	-5
Cc1cc(C(N)=O)c2ccccc2n1	-4	-4	13
Cc1ccc(C(=O)CC(=O)c2cccc(F)c2)c(O)c1	-13	-3	2
CCn1c(CCNC(=O)c2cccs2)nnc1SCC(=O)Nc1nc(-c2ccccc2)cs1	-2	3	3
CCOC(=O)N1CCC(N2CCN(S(=O)(=O)c3ccc(Cl)cc3)CC2)CC1	1	-1	-3
Cc1ccc(N2CC(C(=O)N3CCc4ccccc4C3)CC2=O)cc1 (configuration not stated)	0	2	1
COCCN(C(=O)c1csnn1)C(C(=O)NC1CCCCC1)c1sccc1C (configuration not stated)	-5	-4	1
c1ccc(OCc2nnc3sc(-c4cccs4)nn23)cc1	1	-12	-6
C/C(=N\N=C(/N)SC1CC(=O)N(c2ccc(Cl)cc2)C1=O)c1cccs1 (configuration not stated)	-7	-6	3
CCN(CC)S(=O)(=O)c1cccc(-c2nnc(SCC(=O)NCCC3=CCCCC3)n2N)c1	10	-1	-3
COc1ccccc1CNC(=O)CCNC(=O)Cn1cnc2ccccc2c1=O	4	3	11
O=C1OC(Nc2nc3ccccc3s2)c2ccccc21 (configuration not stated)	-22	0	-8
CC(C)(C)C(=O)COC(=O)c1cccc(NC(=O)c2ccco2)c1	-3	4	6
Cc1c(NS(=O)(=O)c2ccc3c(c2)CCN3C(=O)C2CC2)c(=O)n(-c2ccccc2)n1C	0	4	-1
COc1ccc(C(=O)N/N=C/c2cc3ccccc3[nH]c2=S)cc1	-9	-2	-4
COC(=O)Cc1[nH]nc2c1C1(C(=O)N(Cc3ccccc3)c3ccccc31)C(C#N)=C(N)O2 (configuration not stated)	10	2	-2
COCCN1C(=O)C(=O)/C(=C(/O)c2cccc(OC)c2)C1c1ccc(C)o1 (configuration not stated)	-14	-4	11
CCCCSc1nnc([C@H](C)NC(=O)OC(C)(C)C)o1	-8	5	-3
Cc1ccccc1-n1c(N)cc(=O)[nH]c1=S	-3	0	12
CC1CN(c2nc3c(c(=O)n(C)c(=O)n3C)n2Cc2c(F)cccc2Cl)CC(C)O1 (configuration not stated)	2	2	-15
COc1ccc(-n2c(-c3cnccn3)n[nH]c2=S)cc1	-16	-4	-5

Structures above with an aryl methoxy group, in the order listed:
SMILES	FN deposit inh	PglD DTNB	PGC1a acetyl inh
COc1ccc(-c2c(=O)n(OCc3ccccn3)c3ccccc3[n+]2[O-])cc1OC	-20	-1	-10
COc1ccccc1CNC(=O)CCNC(=O)Cn1cnc2ccccc2c1=O	4	3	11
COc1ccc(C(=O)N/N=C/c2cc3ccccc3[nH]c2=S)cc1	-9	-2	-4
COCCN1C(=O)C(=O)/C(=C(/O)c2cccc(OC)c2)C1c1ccc(C)o1 (configuration not stated)	-14	-4	11
COc1ccc(-n2c(-c3cnccn3)n[nH]c2=S)cc1	-16	-4	-5

Returning to the listing, starting 2 compounds before the break.
SMILES	FN deposit inh	PglD DTNB	PGC1a acetyl inh
CC1CN(c2nc3c(c(=O)n(C)c(=O)n3C)n2Cc2c(F)cccc2Cl)CC(C)O1 (configuration not stated)	2	2	-15
COc1ccc(-n2c(-c3cnccn3)n[nH]c2=S)cc1	-16	-4	-5
CC1=CC(C)(C)N(C(=O)CN2C(=O)c3ccccc3C2=O)c2ccc(C)cc21	5	4	-5
CCC1/C(=N\O)CC(c2ccco2)NC1c1ccco1 (configuration not stated)	11	-3	0
CN1CCN(S(=O)(=O)c2ccc(N(C)Cc3cccs3)nc2)CC1	6	3	2
COc1ccc(CCNC(=O)CCN2C(=O)C3CC=CCC3C2=O)cc1OC (configuration not stated)	-3	-7	-13
COc1ccc(CN2CC(C(=O)NCCc3ccc(C)cc3)CC2=O)cc1 (configuration not stated)	-2	3	1
O=C(COC(=O)c1ccc(O)cc1)Nc1ccc(N2CCCCC2)cc1	6	4	-12
CC(C)(C)S(=O)(=O)c1ccc2nc3c(n2c1)CCCC3	5	1	2
COc1cc(CNn2nnnc2N)ccc1OCC(=O)NC(C)(C)C	-2	-2	11
CCOC(=O)/C(C#N)=C1\Nc2ccccc2N=C1N(CC(C)C)CC(C)C	-6	10	-5
Cc1ccc(-n2c(CNc3ccc(F)cc3)nnc2SCC(N)=O)cc1	-1	-2	-6
O=C(CSc1nnnn1-c1ccccc1)Nc1ncc(Cc2cc(Cl)ccc2Cl)s1	4	2	1
COc1ccc(Nc2nc(N)nc(CN(C)C3CCCCC3)n2)cc1	-1	7	14

Record cards (already shown). Order of values: FN deposit inh | PglD DTNB | PGC1a acetyl inh
Shown for CCOC(=O)/C(C#N)=C1\Nc2ccccc2N=C1N(CC(C)C)CC(C)C : -6 | 10 | -5
Shown for CC(C)(C)S(=O)(=O)c1ccc2nc3c(n2c1)CCCC3 : 5 | 1 | 2
Shown for O=C(COC(=O)c1ccc(O)cc1)Nc1ccc(N2CCCCC2)cc1 : 6 | 4 | -12

Following part
SMILES	FN deposit inh	PglD DTNB	PGC1a acetyl inh
CCCCOC(=O)C1Cc2ccccc2C(=O)O1 (configuration not stated)	9	4	0
O=C1NC2(CCCCC2)N=C1c1ccc(Br)cc1	-6	1	-3
CCOC(=O)CC(=O)CSc1nc2nc(C)cc(C)n2n1	-1	-1	1
O=C(CCCOc1ccccc1)NCc1ccco1	0	0	0
COc1ccc(OCC(=O)N2CCN(C(=O)Cc3ccccc3)CC2)cc1	-9	-5	-3
CCOc1cc(NC(=O)C2CCCO2)c(OCC)cc1NC(=O)C1CC1 (configuration not stated)	8	6	-7
C=CCn1c(COc2ccc(CC)cc2)nnc1SCC(=O)N(C)C1CCS(=O)(=O)C1 (configuration not stated)	-18	-10	43
CCOC(=O)c1ccc(Oc2cc(C)nc(SC)n2)cc1	3	-3	-4
CCOC(=O)C1CCN(Cc2cnc(Oc3ccc(OC)cc3)s2)CC1	-4	-6	-9
COC(=O)c1ccsc1NC(=O)CSc1nnnn1-c1ccccc1SC	-2	10	-1
CCNc1nc(NC(C)(C)C)nc(N(CC)n2cnnc2)n1	5	-2	-8
O=C1/C(=C/c2ccccc2)Nc2ccccc21	-3	1	-18
CCN=c1sc(C(=O)OC)cc(=O)n1CC	13	2	5
O=C(Nc1ccc2c(c1)OCCO2)NC12CC3CC(CC(C3)C1)C2	19	-5	-9
COc1cccc(-c2nnn(CC(=O)Nc3ccc(C)cc3C)n2)c1OC	-5	1	2
CC(=Nc1ccc2c(c1)nc(CO)n2C)C1=C(O)CC(C)(C)CC1=O	12	6	4
CNC(=S)NNC(=O)Cc1ccccc1	-2	-2	0
CCCCN(CCCC)c1nc2ccccc2nc1NS(=O)(=O)c1ccc(NC(C)=O)cc1	-5	-5	0
Oc1ccc(/C=N/Nc2cc(N3CCCC3)nc(N3CCCC3)n2)cc1	-3	-5	-4
Cc1ccc2sc(NC(=O)CSc3nc(C)cc(C)c3C#N)nc2c1	-6	-6	-8
c1ccc(-c2noc(-c3ccc4ccccc4c3)n2)cc1	-7	1	3
CCn1c(/C=C2\C(=O)N(C)c3ccccc32)nc2ccccc2c1=O	5	-4	-1
O=C(N1CCOCC1)C1(c2ccccc2)CCCCC1	-6	-3	0
C=CCNC(=O)CN(c1ccccc1OCC)S(=O)(=O)c1ccc(C)cc1	9	-3	0
CN(C)CC1CCCCC1C1(O)c2ccccc2CSc2sccc21 (configuration not stated)	19	3	-4
COCC(C)n1c(C)cc(C(=O)CSc2nc3ccccc3c(=O)[nH]2)c1C (configuration not stated)	-12	2	11
Cc1csc(SCc2c(C(=O)O)oc3ccccc23)n1	6	-2	5
CCOC(=O)Cc1cc(OC)c(OC)cc1Cc1cc(OC)c(OC)cc1CC(=O)OCC	4	-2	15
O=C1N(Nc2ccccc2)C(c2ccc(Br)cc2)C12CCCC2 (configuration not stated)	-1	3	0
CCCNCCC(c1ccco1)c1ccccc1OC (configuration not stated)	2	-3	12
Cc1oc(-c2ccc(Cl)cc2)nc1CN1CCCC(C(=O)NCc2ccco2)C1 (configuration not stated)	-16	1	5
O=[N+]([O-])c1ccc(N2CCCCC2)c(Cl)c1N1CCCCC1	-6	3	2
CCOC(=O)c1c(-c2ccc(C)o2)csc1NC(=O)CN1CCOCC1	-4	7	0
Cc1ccc(CNC(=O)NC2CCCCC2)cc1	-12	-7	-2
N=C1C(c2ccc(Br)cc2)=C(O)C2CCc3ccccc3N12 (configuration not stated)	4	1	12
O=C(CSc1nnc(NC(=O)c2ccco2)s1)NC1CCCC1	-32	-3	-26
Cc1cc(NS(=O)(=O)c2ccc(NC(=O)C(C(C)C)N3C(=O)c4ccccc4C3=O)cc2)nc(C)n1 (configuration not stated)	-3	3	0
Cc1ccc(S(=O)(=O)N(CC(=O)N2CCOCC2)CC(=O)N2CCOCC2)cc1	15	3	-6
COc1ccccc1NC(=O)CC1C(=O)NCCN1C(=O)Nc1ccc(Cl)c(Cl)c1 (configuration not stated)	-9	11	-12
COc1ccc(-n2c(SCC(=O)NCc3cccs3)nnc2-c2ccoc2C)cc1	16	-2	-9
O=C(NCCCn1ccnc1)c1cccnc1	0	1	5
O=C(CN1C(=O)c2ccccc2S1(=O)=O)N1CCN(Cc2ccc3c(c2)OCO3)CC1	-6	5	-6
C=CCN(c1ccc(C(=O)NCCc2ccccc2)cc1)S(C)(=O)=O	0	0	10
C=CCNC(=S)NNC(=O)c1cccc2ccccc12	-3	1	-4
CN(c1ccc(OCC(=O)Nc2ccc3[nH]c(=O)[nH]c3c2)cc1)S(=O)(=O)c1ccc(Cl)cc1	-5	1	-7
Cc1nn(-c2cc(C)c3ccccc3n2)c2c1C1C(C2)C1(C)C (configuration not stated)	-3	2	10
COc1cccc(C(=O)CSc2nnc(-c3cc(OC)cc(OC)c3)o2)c1	-7	-6	5
O=C(NCCCCCNC(=O)c1ccco1)c1ccco1	12	-4	27
O=C(Cn1nnc(-c2cccs2)n1)N1c2ccccc2Sc2ccc(C(F)(F)F)cc21	-2	6	-5
CN1CCN(C(CNS(=O)(=O)c2ccc(Cl)cc2)c2cccnc2)CC1 (configuration not stated)	-8	-4	4
CCN(CC)S(=O)(=O)c1ccc2oc(C(=O)NCCCN3CCOCC3)c(C)c2c1	0	-5	9
CC(=O)OCC(OC(C)=O)C(OC(C)=O)C(OC(C)=O)C(=O)Nc1ccc(C)cc1 (configuration not stated)	-12	4	4
Cc1ccc(-n2cnnn2)c(S(=O)(=O)N2CCOCC2)c1	4	4	-8

Already shown: 7 of the compounds above.
SMILES	FN deposit inh	PglD DTNB	PGC1a acetyl inh
Cc1cc(C(N)=O)c2ccccc2n1	-4	-4	13
Cc1ccc(C(=O)CC(=O)c2cccc(F)c2)c(O)c1	-13	-3	2
CCn1c(CCNC(=O)c2cccs2)nnc1SCC(=O)Nc1nc(-c2ccccc2)cs1	-2	3	3
CCOC(=O)N1CCC(N2CCN(S(=O)(=O)c3ccc(Cl)cc3)CC2)CC1	1	-1	-3
Cc1ccc(N2CC(C(=O)N3CCc4ccccc4C3)CC2=O)cc1 (configuration not stated)	0	2	1
COCCN(C(=O)c1csnn1)C(C(=O)NC1CCCCC1)c1sccc1C (configuration not stated)	-5	-4	1
c1ccc(OCc2nnc3sc(-c4cccs4)nn23)cc1	1	-12	-6

Screening results as filed in PubChem BioAssay.
